# Compound activity from PubChem BioAssay.
# A-T KAP1 phos – potential ataxia-telangiectasia treatments restoring KAP-1 phosphorylation | hit rate 0.19% among 320,000 | […] A-T fibroblasts, KAP-1 phosphorylation AlphaLISA; neocarzinostatin DNA damage 30 min before lysis | Potency, µM (series often up to 57.5 µM), without a hit: at the top dose activation, usual class: activators; also: potency is read from the fitted curve at half-maximal effect; % of control where 0% means no effect; nearly all actives have a fitted effect of over 45% in size
#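 hTERT-immortalized A-T patient fibroblasts ([…]), 500 cells/well in OPTI-MEM, 1% FBS, got compounds for 60 min, then NCS for 30 min at 37C. Lysates were then assayed for phospho-KAP-1 by AlphaLISA (anti-pKAP1 donor, anti-KAP1 acceptor beads), 6 hr at 25C.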
# Mito fusion act – blocks mitochondrial division or promotes mitochondrial fusion; AID 485298; hit rate 0.23% among 320,000; S. cerevisiae fusion-defective mutant growth rescue, CellTiterGlo 48 h; Potency, µM (highest dose often 46.1 µM), for inactives: at the highest dose growth rescue (activation), actives largely listed as activators;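 also: potency is read from the fitted curve at half-maximal effect; % of control where 0% means no effect; nearly all actives have a fitted effect of over 45% in size; temperature-sensitive fusion mutants such as fzo1-1 at 37 °C on non-fermentable ethanol glycerol medium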
#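 Compounds are tested for their ability to restore growth of mitochondrial fusion-defective yeast strains at non-permissive 37C in YPEG medium over 48 hours. Viability is quantified by luciferase luminescence.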
# Menin-MLL TR inh – inhibitors of human menin-MLL interaction, mutant MLL peptide. O00255. AID 1768. Potency, µM (highest dose often 61.6 µM), without a hit: at the top dose FP activity change, negative = inhibition, actives largely listed as inhibitors. hit rate 0.23% among 270,000. Menin + Texas Red MLL mutant peptide, fluorescence polarization; active = well fitted inhibition curve with a large enough effect in the polarisation, with a control signal flat, not every such curve was filed as active; inconclusive = small, poorly fitted or top-dose-only effect, or effect the other way, or a change in a side signal; inactive = no such curve, though single readings can be large or run the other way; the % refers to the polarisation; also: potency is read from the fitted curve at half-maximal effect; % of control where 0% means no effect; many of its hits are not listed in these tables
# Target sequence (O00255 whole entry, looked up): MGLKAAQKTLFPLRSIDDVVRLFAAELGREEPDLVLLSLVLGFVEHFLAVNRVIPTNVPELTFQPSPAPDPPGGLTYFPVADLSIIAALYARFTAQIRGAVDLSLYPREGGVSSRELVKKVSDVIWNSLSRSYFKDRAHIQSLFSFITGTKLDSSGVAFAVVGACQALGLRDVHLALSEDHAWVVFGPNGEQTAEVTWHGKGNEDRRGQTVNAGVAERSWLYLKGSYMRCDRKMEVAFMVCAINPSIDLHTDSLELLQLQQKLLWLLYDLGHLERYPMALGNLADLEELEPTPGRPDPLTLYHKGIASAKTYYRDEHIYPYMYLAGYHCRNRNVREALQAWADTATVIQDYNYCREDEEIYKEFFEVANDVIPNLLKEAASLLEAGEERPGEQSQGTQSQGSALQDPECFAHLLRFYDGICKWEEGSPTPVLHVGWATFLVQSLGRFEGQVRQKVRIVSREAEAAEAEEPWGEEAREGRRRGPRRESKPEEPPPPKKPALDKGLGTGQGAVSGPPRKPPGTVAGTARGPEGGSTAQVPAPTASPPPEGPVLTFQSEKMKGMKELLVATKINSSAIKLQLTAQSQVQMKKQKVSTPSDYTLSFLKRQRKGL
# S-ASM inh – blocks human secretory acid sphingomyelinase; Potency, µM (titrated, usually from 57.5 µM), without a hit: at the highest dose activity change, negative = inhibition, usual class: inhibitors; P17405; AID 504937; placental ASM, HMU-PC fluorogenic substrate, 60 min; hit rate 0.006% among 340,000; also: potency is read from the fitted curve at half-maximal effect
#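 Human placenta-derived ASM enzyme was preincubated with compound for 10 minutes at room temperature, then given fluorogenic substrate HMU-PC0 (9 uM final) for 60 minutes at 37 °C; a pH 10 stop preceded fluorescence reading at Ex 386/Em 447 nm.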
# PTAP TSG101 blk – blocks PTAP/TSG101 interaction to inhibit HIV-1 budding; Q99816; Fluorescence polarization, FITC-PTAP peptide / Tsg101 binding; Potency, µM (highest dose often 115 µM), for the others: at the top dose activity change, negative = inhibition, actives largely listed as inhibitors; 340,000 tested, under 10 active; AID 493005; active = well fitted inhibition curve with a large enough effect in the main read-out, with a control signal flat, not every such curve was filed as active; inconclusive = small, poorly fitted or top-dose-only effect, or effect the other way, or a change in a side signal; inactive = no such curve, though single readings can be large or run the other way; also: potency is read from the fitted curve at half-maximal effect; % of control where 0% means no effect
# Target sequence (Q99816 whole entry, looked up): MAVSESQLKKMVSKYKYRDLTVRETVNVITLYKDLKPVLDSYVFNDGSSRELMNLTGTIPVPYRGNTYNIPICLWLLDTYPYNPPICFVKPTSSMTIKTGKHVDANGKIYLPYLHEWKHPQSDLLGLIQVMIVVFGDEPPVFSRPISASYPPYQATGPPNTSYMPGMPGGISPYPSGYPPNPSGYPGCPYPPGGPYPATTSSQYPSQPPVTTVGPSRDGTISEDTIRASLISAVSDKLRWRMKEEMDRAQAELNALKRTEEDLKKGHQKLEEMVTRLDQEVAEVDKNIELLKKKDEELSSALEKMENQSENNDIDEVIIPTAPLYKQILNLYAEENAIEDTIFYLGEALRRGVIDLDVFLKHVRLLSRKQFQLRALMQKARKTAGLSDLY
#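 Compounds were pin-transferred onto Tsg101 binding domain (10 uM final) in HEPES pH 7.5 buffer, then FITC-PTAP peptide was added at 50 nM final. After 20 min at RT, polarization reported peptide displacement across a qHTS concentration series.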
# MBNL1-CUG inh – blocks human MBNL1 binding to CUG repeat RNA; Q9NR56; TR-FRET MBNL1-His/biotin-(CUG)12 binding, 665/545 ratio; Potency, µM (titrated, usually from 57.5 µM), for the others: at the highest dose activity change, negative = inhibition, most hits filed as inhibitors; hit rate 0.036% among 280,000; AID 2675; active = well fitted inhibition curve with a large enough effect in the signal ratio, with a control signal flat, not every such curve was filed as active; inconclusive = small, poorly fitted or top-dose-only effect, or effect the other way, or a change in a side signal; inactive = no such curve, though single readings can be large or run the other way; the % refers to the signal ratio; also: potency is read from the fitted curve at half-maximal effect; % is scaled to controls: 0 for no effect and ±100 for the full control effect
#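 Compound titration spanned 92 nM–58 uM against the MBNL1-His/biotin-(CUG)12 complex. After 60 min at room temperature with 5 nM streptavidin-XL665 and 0.055 ng/ul terbium anti-His, ratiometric 665/545 nm emission (Ex 340 nm) normalized to controls.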
# TCR act – activates T cell receptor signaling; primary human leukocytes, anti-CD3, IL-2 HTRF, 48 h; Potency, µM (top dose mostly 9.22 µM), for the others: top-dose activation of IL-2 secretion, actives largely listed as activators; 330,000 tested, under 10 active; also: % of control where 0% means no effect
#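 Human primary leukocytes + a-CD3 beads + cpd, 48 hr; IL-2 in supernatant by HTRF (ex 320nm / em 665nm). No co-stimulatory signal supplied.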
# TSHR antagonist – human thyrotropin receptor antagonism; TSHR-expressing cells, TSH-stimulated cAMP HTRF, 2 h; hits give low values; hit rate 0.2% among 330,000; activity change, negative = inhibition, % at 11.5 µM; AID 504810; P16473;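 active = activity change below a set negative limit, meaning inhibition stronger than a set level, cut at about -70% in these data; inconclusive = activity change between two set negative limits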; also: % is scaled to controls: 0 for no effect and ±100 for the full control effect
#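 Inhibition of cAMP made by TSHR-expressing cells under TSH stimulation (4nM final, EC80; 2 h, 37 deg C) is quantified with a one-step lysis HTRF kit, anti-cAMP cryptate versus cAMP-d2.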
# MLL CXXC-DNA inh – inhibitors of human MLL CXXC domain-DNA interaction | MLL-CXXC / FITC-HOXA9 DNA fluorescence polarization | Potency, µM (highest dose often 115 µM), for inactives: at the top dose activity change, negative = inhibition, usual class: inhibitors | hit rate 0.037% among 290,000; active = well fitted inhibition curve with a large enough effect in the polarisation, with a control signal flat, not every such curve was filed as active; inconclusive = small, poorly fitted or top-dose-only effect, or effect the other way, or a change in a side signal; inactive = no such curve, though single readings can be large or run the other way; the % refers to the polarisation; also: potency is read from the fitted curve at half-maximal effect
#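 Purified MLL-CXXC (added from a 7 uM solution) was preincubated 5 min at ambient with pinned compounds in 50 mM Tris-HCl pH 7.5, 50 mM NaCl, 1 mM DTT, 0.05% BSA. Fluorescein-labeled HOX-A9 DNA (50 nM solution) followed, 30 min, then polarization read.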
# Integrin act MD – integrin-mediated muscular dystrophy alleviation activation | hit rate 0.064% among 350,000 | Potency, µM (series often up to 38.3 µM), inactives show at the top dose activation, most hits filed as activators | alpha7betagal myoblasts, beta-gal FDG fluorescence, 48 h;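 also: potency is read from the fitted curve at half-maximal effect; 100% = response of the positive control SU9516; nearly all actives have a fitted effect of over 60% in size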
#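 alpha7betagal+/- myoblasts (passage 13, 250/well) treated 48 h at 37C with compounds at 1:260 dilution of DMSO stock. Lysed, then beta-galactosidase activity read as FDG fluorescence (ex 480/em 540) after 30 min, with pre-read for autofluorescence.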
# An asterisk follows results filed as active; u = inconclusive; x = no result given; [ ] = remark or other dose. Unless noted, calls follow the shape of the dose curve; as a rule, active = well fitted curve in the direction sought with a large enough effect; inconclusive = small, poorly fitted or top-dose-only effect, or another doubt; inactive = no such curve, though single readings can be large; an effect the other way counts as inactive or inconclusive.
SMILES,A-T KAP1 phos,Mito fusion act,Menin-MLL TR inh,S-ASM inh,PTAP TSG101 blk,MBNL1-CUG inh,TCR act,TSHR antagonist,MLL CXXC-DNA inh,Integrin act MD
COc1ccc(-c2noc(CNC(=O)c3ccc4c(c3)OCO4)n2)cc1OC,3%,-4%,8%,-3%,-10%,-2%,-7%,-1,3%,-14%
COc1ccc(CN2CCN(C(=O)c3ccc(F)cc3)CC2)c(OC)c1,1%,-2%,-8%,7%,4%,-17%,1%,-3,-15%,-13%
O=C(CN1C(=O)S/C(=C\c2ccc(Cl)cc2)C1=O)NCCCn1ccnc1,-11%,0%,x,-6%,-8%,u,-1%,23,15%,-27%
Cc1csc(SCC(=O)N(C)CC(=O)Nc2ccc(F)cc2)n1,8%,-2%,-1%,x,x,5%,x,-7,-6%,x
CC(C)CC1(C)NC(=O)N(CC(=O)NC(=O)Nc2ccc3c(c2)OCCO3)C1=O (stereo not drawn),-16%,2%,-3%,3%,-2%,-9%,-1%,8,3%,0%
Cc1ccc(Cl)c2sc(NC(=O)C3=COCCO3)nc12,8%,9%,x,-5%,-3%,1%,-8%,-8,3%,36%
CS(=O)(=O)c1ccc2nc(NC(=O)CN3C(=O)NC4(CCCC4)C3=O)sc2c1,x,1%,-3%,7%,x,-2%,-7%,-3,-1%,13%
O=C(c1ccco1)N1CCN(C(=O)c2ccccc2Oc2ccccc2)CC1,5%,2%,-11%,3%,-2%,u,1%[46.1 µM],-1,2%,17%
O=C(NN=Cc1ccc([N+](=O)[O-])cc1)c1ccncc1,x,x,x,-3%,2%,x,1%,x,x,u
CSCCC(NC(=O)COc1ccccc1)C(=O)N1CCN(C(C)=O)CC1 (stereo not drawn),21%,1%,x,x,-1%,-10%,-4%,6,7%,-8%
O=C(CN1CCN(c2cccc(Cl)c2)CC1)c1ccc(O)cc1O,-4%,5%,30%,-6%,-5%,-8%,-2%,2,25%,27%
O=C(CSc1nnc(-c2cccnc2)o1)Nc1ccc(Br)cc1,-4%,7%,-5%,-13%,-3%,-3%,-8%,23,1%,18%
CN(C(=O)CCc1nc(-c2ccccc2F)no1)c1ccccc1,0%,-3%,-6%,3%,-5%,6%,-4%,1,5%,11%
C=CCNC(=O)NC(=O)COn1nnc2ccc(S(=O)(=O)N(C)C)cc21,-5%,-6%,0%,2%,2%,x,-1%,3,-11%,18%
O=C(O)c1ccc2c(c1)C(c1ccccc1)OC2=O (stereo not drawn),0%,-1%,u,5%,-9%,-10%,-2%,-6,-3%,5%
COc1ccccc1OCC(=O)N/N=C1\CCCCc2ccccc21,8%,11%,x,-1%,-5%,x,-33%,0,2%,-15%
CCN1CCC(NCCc2ccc(F)cc2)CC1,3%,-2%,-9%,4%,-2%,-4%,5%,14,12%,-50%[inhibitor]
CCCCCCNS(=O)(=O)c1ccc(OC)c(OC)c1,-4%,3%,3%,-6%,-8%,4%,-4%,1,-1%,22%
CC1CCN(C(=O)CSc2nc3c(cnn3-c3ccc(Cl)cc3)c(=O)[nH]2)CC1,0%,-3%,-12%,-9%,0%,-3%,4%[46.1 µM],-4,-3%,17%
O=C1c2ccccc2C(=O)N1CCCC(=O)N1CCc2ccccc21,x,0%,7%,2%,-6%,-5%,-6%,-12,3%,-8%
CCN(CC(=O)NC(C)(C)C)Cc1nc2c(Br)cc(Br)cc2c(=O)[nH]1,0%,19%,x,1%,-6%,16%,1%,-3,2%,-57%[inhibitor]
O=C(OCCN1CCOCC1)c1ccccc1Cl,x,x,x,0%,-3%,x,7%,x,x,-30%
CCN(CC)C(=O)CSc1nnc(-c2cnccn2)n1-c1ccccc1,9%,-6%,-11%,1%,-4%,-12%,x,0,2%,-10%
Cc1cc(C)cc(NC(=O)C(OC(=O)c2ccc([N+](=O)[O-])o2)c2ccccc2)c1 (stereo not drawn),0%,3%,u,-7%,-6%,18%,2%[46.1 µM],3,-3%,-23%
O=C(CN1CCSCC1)N/N=C/c1cccc(Cl)c1,-27%,0%,-2%,5%,-3%,2%,-3%,2,0%,u
O=C1CCC(C(=O)N2CCCC(Nc3ccc(F)cc3)C2)=NN1 (stereo not drawn),5%,2%,6%,5%,0%,-6%,3%,-9,6%,12%
NC(=O)C1=C[C@@H](c2coc3ccccc3c2=O)C[C@@H](OCCCCO)O1,2%,-5%,17%,6%,-6%,-8%,3%,-5,-1%,40%
CCOC(=O)c1c(-c2ccccc2)cn2c(C)cc(C)nc12,4%,4%,-17%,186%[activator],-2%,13%,3%,-1,-16%,-21%
C(=C\c1ccccc1)/CSc1nnc(-c2ccccn2)n1Cc1ccco1,4%,24%,-29%,-2%,-5%,-1%,0%,7,4%,0%
Cc1cc(C(=O)CSc2nnc(-c3cccnc3)n2-c2ccccc2F)c(C)n1CC1CCCO1 (stereo not drawn),-1%,1%,u,-1%,1%,6%,1%,3,5%,-34%
CC(=O)n1cc(/C=C2/N=C(c3ccccc3)OC2=O)c2ccccc21,8%,-1%,-4%,2%,6%,3%,-1%[46.1 µM],-3,u,2%
CSc1ccc(CCNC(=O)C2CCCN(c3ncnc4c3nc3n4CCCCC3)C2)cc1 (stereo not drawn),6%,6%,-16%,-3%,-1%,-2%,0%,-16,-12%,24%
Cc1ccc(OCC(=O)NNC(=S)NC(=O)c2ccc(Br)o2)c(C)c1,2%,-11%,u,1%,-4%,-1%,0%,21,3%,6%
COCCCNCCCCOc1ccc(OCc2ccccc2)cc1,-1%,0%,u,-4%,-1%,-9%,-3%,5,-4%,-64%[inhibitor]
COCCCNC(=O)CSc1nc2c(sc(=S)n2-c2cc(Cl)ccc2OC)c(=O)[nH]1,7%,3%,13%,2%,-5%,-1%,-2%,-6,4%,2%
Cc1cc(C)cc(N(CC(=O)NCc2ccc(F)cc2)C(=O)CCC(=O)Nc2ccccn2)c1,4%,-3%,u,4%,0%,-4%,-3%,2,-7%,-1%
CC1Cc2nc(SCC(=O)Nc3nc4ccccc4s3)n(C)c(=O)c2S1 (stereo not drawn),19%,2%,15%,-9%,-5%,12%,-4%,-7,-1%,-19%
O=C1c2ccccc2C(=O)N1CC1CCCO1 (stereo not drawn),6%,1%,-7%,2%,-7%,14%,-2%,2,-1%,u
CCOC(=O)[C@H]1[C@H]2COc3ccc(Br)cc3[C@@H]2N2C(=O)c3ccc(F)cc3NC(=O)[C@@]12C,6%,u,x,3%,0%,x,8%,-5,x,-13%
O=C(NCCCO)C(=O)Nc1ccc2c(c1)N(S(=O)(=O)c1cccs1)CCC2,1%,-5%,x,0%,-3%,x,-6%,-2,x,4%
CC1(C)Cc2cccc(OCC(=O)NCc3ccccc3)c2O1,1%,-2%,x,0%,-3%,-1%,-6%,3,6%,0%
Cc1ccc(NC(=O)COC(=O)c2cccnc2)c(C)c1,7%,15%,0%,-1%,-6%,-3%,1%,3,-9%,-13%
Nc1cccc2c1C(=O)N(C(=O)c1ccc(S(=O)(=O)N3CCCCCC3)cc1)C2=O,1%,-1%,2%,71%[activator],-6%,u,-1%,-2,14%,2%
Cn1c(SCC(=O)Nc2nnc(-c3ccccc3)o2)nnc1C1CC1,10%,-1%,x,-1%,-3%,0%,4%,21,-3%,-5%
CCOC(=O)N1CCC(N(CCN(C)C)C(=S)Nc2ccc(F)c(Cl)c2)CC1,0%,-3%,-5%,4%,-6%,-5%,5%,1,6%,65%
C#CCSc1nc(-c2ccccc2)cc(C(F)(F)F)c1C#N,2%,12%,2%,1%,-1%,u,2%,-8,7%,0%
CC1=NN(c2cccc([N+](=O)[O-])c2)C(=O)C1,-12%,1%,u,7%,-1%,0%,-1%,-4,-15%,4%
O=S(=O)(Cc1ccccc1Cl)Nc1ccccn1,-21%,-2%,25%,3%,-9%,-2%,-10%,-7,2%,4%
CCCCn1c2c(c(=O)n(C)c1=O)C(c1ccc(OC)cc1)N1CCCCCC1=N2 (stereo not drawn),3%,1%,-21%,30%[activator],-9%,5%,-5%,-9,5%,-8%
COc1ccc(N2CCN(C(=O)CSc3nc4ccccc4c(=O)[nH]3)CC2)cc1,1%,3%,-18%,0%[11.5 µM],-7%,-8%,-7%,-3,10%,-36%
Cc1ccc2[nH]c(=O)c(-c3nc4ccccn4c3NCc3ccco3)cc2c1,2%,4%,-3%,0%,2%,13%,-2%,15,44%[activator],2%

# Only part of the results is shown, so the mix of outcomes need not match the whole.
